Screens: PubChem, National Center for Advancing Translational Sciences (NCATS)
p53 reactivator – re-activators of mutant p53; Potency, µM (doses to about 92.2 µM), inactives show top-dose activity change, positive = activation, most hits filed as activators; hit rate 0.063% among 320,000; H1299 p53-A138V BP100-luciferase reporter, luminescence, 24 h; AID 504706; further: potency means the concentration at half of the fitted maximal effect; % of control where 0% means no effect; nearly all actives have a fitted effect of over 45% in size
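p53-null H1299 cells stably carrying temperature-sensitive p53-A138V and a BP100-luciferase reporter were pinned with compounds (4-point, 1:5 series) and held 24 hrs at 37 deg C. Luminescence was read 10 min after detection reagent.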
Menin-MLL TR inh – inhibitors of human menin-MLL interaction, mutant MLL peptide; Menin + Texas Red MLL mutant peptide, fluorescence polarization; Potency, µM (titrated, usually from 61.6 µM), inactives show at the top dose FP activity change, negative = inhibition, usual class: inhibitors; hit rate 0.23% among 270,000; AID 1768; active means well fitted inhibition curve with a large enough effect in the polarisation, with a control signal flat, not every such curve was filed as active; inconclusive means small, poorly fitted or top-dose-only effect, or effect the other way, or a change in a side signal; inactive means no such curve, though single readings can be large or run the other way; the % refers to the polarisation; further: potency means the concentration at half of the fitted maximal effect; % of control where 0% means no effect; many of its hits are not listed in these tables
Target sequence (O00255 whole entry, looked up): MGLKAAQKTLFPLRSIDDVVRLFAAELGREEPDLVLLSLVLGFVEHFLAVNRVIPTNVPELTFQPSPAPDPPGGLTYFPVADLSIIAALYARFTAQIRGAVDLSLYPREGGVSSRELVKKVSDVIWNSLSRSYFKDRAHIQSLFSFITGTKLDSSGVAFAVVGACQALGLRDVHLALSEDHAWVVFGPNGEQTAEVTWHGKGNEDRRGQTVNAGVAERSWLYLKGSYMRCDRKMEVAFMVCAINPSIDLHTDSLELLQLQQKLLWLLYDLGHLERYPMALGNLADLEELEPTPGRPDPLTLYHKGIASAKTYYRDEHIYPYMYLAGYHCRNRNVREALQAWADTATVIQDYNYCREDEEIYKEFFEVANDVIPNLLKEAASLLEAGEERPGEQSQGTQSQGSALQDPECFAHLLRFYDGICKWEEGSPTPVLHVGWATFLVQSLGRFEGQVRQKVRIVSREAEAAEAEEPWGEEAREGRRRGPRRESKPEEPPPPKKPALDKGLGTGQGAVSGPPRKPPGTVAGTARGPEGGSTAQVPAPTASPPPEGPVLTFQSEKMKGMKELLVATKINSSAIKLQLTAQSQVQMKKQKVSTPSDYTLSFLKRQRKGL
Rab9 prom act – Rab9 promoter activation; Huh7 Rab9 promoter-luciferase reporter, luminescence, 24 h; Potency, µM (series often up to 9.22 µM), inactives show at the top dose activation, negative = inhibition, hits mostly activators; hit rate 2.8% among 320,000; AID 485297; further: potency means the concentration at half of the fitted maximal effect; % of control where 0% means no effect; nearly all actives have a fitted effect of over 60% in size
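Using Huh7 cells stably transfected with Rab9 promoter–luciferase, compounds were incubated 24 h at 37 °C, 5% CO2; luciferase luminescence was read 10 min after reagent addition.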
FLuc modulator – inhibits or activates purified firefly luciferase, miR-21 counter-screen. P08659. AID 588342. purified FLuc, Km substrates, luminescence inhibition. hit rate 6.9% among 360,000. Potency, µM (series often up to 57.5 µM), for the others: at the highest dose activity change, negative = inhibition, actives largely listed as inhibitors;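 further: potency means the concentration at half of the fitted maximal effect; plate controls were vehicle for no effect and reference inhibitor for full effect; nearly all actives have a fitted effect of over 55% in size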
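Purified P. pyralis luciferase, 10 nM final, with Km-level 10 uM D-luciferin and 10 uM ATP in 50 mM Tris acetate pH 7.5, 10 mM Mg acetate, 0.01% Tween-20, 0.05% BSA; 6-point qHTS titration about 60 µM downward; luminescence read.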
RORg inh – ROR gamma (mouse) transcription inhibition. Drosophila S2 Gal4-RORgamma UAS-luciferase reporter, 20 h. P51450. hit rate 5.4% among 310,000. Potency, µM (highest dose often 53.6 µM), for the others: top-dose activity change, negative = inhibition, usual class: inhibitors; further: potency means the concentration at half of the fitted maximal effect; on the % scale 0 is the no-effect control and ±100 the full control effect; nearly all actives have a fitted effect of over 60% in size
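Stably transfected Drosophila Schneider cells are the test system, with ROR gamma fused to Gal4 and luciferase under UAS control; luminescence is read after 20 hr of 700 uM copper sulfate induction at ambient temperature.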
Giardia killer – kills Giardia lamblia. Giardia lamblia trophozoite viability. activity change, % at 7.66 µM, hits read low. hit rate 0.15% among 340,000. AID 540267; in the data active means activity change below about -80%; inconclusive means between about -30% and that limit;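 further: parasites exposed to compound for two days anaerobically before the ATP read; on the % scale 0 is the no-effect control and ±100 the full control effect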
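Giardia trophozoites, 100 cells per well, were exposed to compounds for 48 hrs at 37 deg C under anaerobic conditions; viability was then read as ATP content by bioluminescence after 15-30 min at room temperature.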
PKM2 activator – activators of human pyruvate kinase M2. purified PKM2, Kinase-Glo ATP luminescence, activation; response scale: 0% is enzyme alone, no compound. Potency, µM (titrated, usually from 57.5 µM), without a hit: at the highest dose activation, actives largely listed as activators. hit rate 0.34% among 260,000; further: potency means the concentration at half of the fitted maximal effect; on the % scale 0 is the no-effect control and ±100 the full control effect; nearly all actives have a fitted effect of over 55% in size
Target sequence (P14618 whole entry, looked up): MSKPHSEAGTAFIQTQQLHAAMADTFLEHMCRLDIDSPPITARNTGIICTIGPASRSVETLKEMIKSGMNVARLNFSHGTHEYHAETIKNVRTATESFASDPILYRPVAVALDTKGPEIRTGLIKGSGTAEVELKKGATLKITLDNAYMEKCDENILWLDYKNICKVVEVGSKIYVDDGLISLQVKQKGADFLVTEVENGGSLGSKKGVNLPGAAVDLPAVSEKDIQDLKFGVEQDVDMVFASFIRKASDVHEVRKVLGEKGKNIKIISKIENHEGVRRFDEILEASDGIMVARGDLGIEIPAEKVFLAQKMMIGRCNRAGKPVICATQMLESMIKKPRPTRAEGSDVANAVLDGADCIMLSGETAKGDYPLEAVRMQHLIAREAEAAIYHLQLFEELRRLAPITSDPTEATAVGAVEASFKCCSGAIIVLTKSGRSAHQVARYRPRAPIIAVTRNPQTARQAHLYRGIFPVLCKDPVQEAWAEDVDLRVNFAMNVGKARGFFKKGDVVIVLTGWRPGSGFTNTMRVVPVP
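Purified hPK-M2 (>95%) run at intermediate activity with 0.1 mM ADP and 0.5 mM PEP in 50 mM imidazole pH 7.2, KCl, MgCl2; 1 h room temperature. ATP formed read by Kinase-Glo luminescence; normalized to uninhibited and no-enzyme controls.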
NPC1 prom act – NPC1 promoter activation; Potency, µM (series often up to 9.22 µM), for inactives: top-dose activation, hits mostly activators; AID 485313; Huh7 NPC1 promoter luciferase reporter, 24 h; hit rate 2.4% among 320,000;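 further: potency means the concentration at half of the fitted maximal effect; % of control where 0% means no effect; nearly all actives have a fitted effect of over 60% in size; reporter is driven by a mutant NPC1 promoter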
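Luminescence from an NPC1 promoter-driven luciferase reporter in stably transfected Huh7 cells was measured after 24 h compound treatment at 37 °C, followed by 10 min ambient incubation with luciferase detection reagent.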
ELG1 genotox – inducers of genotoxicity in HEK293T ELG1-luciferase cells | Potency, µM (highest dose often 46 µM), without a hit: top-dose activity change, positive = activation, actives largely listed as activators | HEK293T ELG1-luciferase reporter, luminescence, 16 h | hit rate 1.3% among 330,000; further: potency means the concentration at half of the fitted maximal effect; % of control where 0% means no effect; nearly all actives have a fitted effect of over 60% in size
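ELG1-luciferase HEK293T cells, 2,000/well; compound pinned in; 16 hr, 37 °C, 5% CO2; ONE-Glo, 30 min RT; luminescence on CCD imager.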
Gal4-VP16 FLuc – counter-screen for ROR gamma inhibitors: Gal4-VP16 reporter | Drosophila S2 Gal4-VP16 UAS-luciferase, luminescence, 20 h | Potency, µM (highest dose often 53.6 µM), inactives show top-dose activity, negative = inhibition, hits mostly inhibitors | hit rate 3.5% among 310,000 | AID 2546;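 further: Gal4-VP16 expression switched on by copper sulfate through the metallothionein promoter; potency means the concentration at half of the fitted maximal effect; on the % scale 0 is the no-effect control and ±100 the full control effect; nearly all actives have a fitted effect of over 50% in size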
BRCA1 expr act – activators of BRCA1 expression | MCF7-BRCA1-FFLuc reporter, luminescence, 48 h; response scale: scaled: vehicle 0%, 10 µM genistein 100% | Potency, µM (highest dose often 46.1 µM), for the others: at the highest dose activation, usual class: activators | hit rate 1.1% among 380,000; further: potency means the concentration at half of the fitted maximal effect; nearly all actives have a fitted effect of over 80% in size; some results filed as inactive show a strong effect at the top dose
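MCF7-BRCA1-FFLuc, 2000 cells/well; 2 h attach, 37 °C/5% CO2; compound 48 h; luciferase substrate 15 min; luminescence end-point. Norm. to genistein 10 microM max activation and DMSO; concentration-response curves fitted.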
Numbers without * were called inactive; & = joins results of further samples; [ ] = remark or other dose. Unless noted, the call rests on the fitted dose curve; in most records, active means well fitted curve in the direction sought with a large enough effect; inconclusive means small, poorly fitted or top-dose-only effect, or another doubt; inactive means no such curve, though single readings can be large; an effect the other way counts as inactive or inconclusive.

Cn1ccnc1C1CCCCN1Cc1nc(Cc2cccc(C(F)(F)F)c2)no1 (configuration not stated) was read as p53 reactivator -4.1%, Menin-MLL TR inh inconclusive, Rab9 prom act -7.7%, FLuc modulator 8.8%, RORg inh 7.08µM*, Giardia killer 10.2, PKM2 activator -1.2%, NPC1 prom act -1.9%, ELG1 genotox -9.6%, Gal4-VP16 FLuc inconclusive and BRCA1 expr act -22.6%.
For COCCN1Cc2cccc(C(=O)NCCCN3CCCC3=O)c2C1=O the results were p53 reactivator -4.1%, Rab9 prom act -5.6%, FLuc modulator 7.8%, RORg inh 0.1%, Giardia killer 2.7, PKM2 activator 2.6%, NPC1 prom act 1.6%, ELG1 genotox -2.3%, Gal4-VP16 FLuc 2.9% and BRCA1 expr act -0.6%.
Screening CC(=O)Nc1ccc(CN2CCCC(CO)(Cc3ccccc3C)C2)cc1 (configuration not stated) returned p53 reactivator 2.7%, Menin-MLL TR inh 1.2%, Rab9 prom act -0.7%, FLuc modulator -1.9%, RORg inh -1.0%, Giardia killer 5.3, PKM2 activator -6.7%, NPC1 prom act -0.8%, ELG1 genotox -0.1%, Gal4-VP16 FLuc -8.0% and BRCA1 expr act -31.0%.
COc1ccc(-n2c(=O)cc(N3CCN(Cc4ccccc4)CC3)[nH]c2=O)cc1 was read as p53 reactivator 1.9%, Menin-MLL TR inh -6.3%, Rab9 prom act 1.4%, FLuc modulator -0.6%, RORg inh 12.2%, Giardia killer 3.6, PKM2 activator 0.2%, NPC1 prom act -2.9%, ELG1 genotox 2.9%, Gal4-VP16 FLuc -7.5% and BRCA1 expr act 0.1%.
Screening COc1ccc(NC(=O)NC2CCCCCCC2)cc1 returned p53 reactivator inconclusive, Menin-MLL TR inh 1.5%, Rab9 prom act 1.41µM*, FLuc modulator 6.01µM*, RORg inh 6.7%, Giardia killer -11.7, PKM2 activator 0.1%, NPC1 prom act 0.891µM*, ELG1 genotox 9.2µM*, Gal4-VP16 FLuc -5.8% and BRCA1 expr act inconclusive.
COc1ccccc1S(=O)(=O)Nc1ccc(-c2nnc3n2CCCCC3)cc1 was read as p53 reactivator -2.3%, Menin-MLL TR inh inconclusive, Rab9 prom act -10.0%, FLuc modulator -7.8%, RORg inh 31.8%, Giardia killer 3.6, PKM2 activator 20µM*, NPC1 prom act -0.5%, ELG1 genotox -5.6%, Gal4-VP16 FLuc -2.0% and BRCA1 expr act -3.9%.
`Cc1ccc(-c2nc(SC(C)C(=O)c3c(N)n(C)c(=O)n(C)c3=O)n[nH]2)cc1` (configuration not stated) gave p53 reactivator 3.5%, Rab9 prom act 0.8%, FLuc modulator inconclusive, Giardia killer 7.3, NPC1 prom act 4.1%, ELG1 genotox -4.8% and BRCA1 expr act -22.5%.
Screening N#Cc1ccc(CSC2=NCCN2)cc1 returned p53 reactivator -10.4%, Menin-MLL TR inh -14.3%, Rab9 prom act -37.1%[inhibitor], FLuc modulator -1.2%, RORg inh -5.0%, Giardia killer -6.8, PKM2 activator -0.6%, NPC1 prom act 4.7%, ELG1 genotox -3.7%, Gal4-VP16 FLuc 7.9% and BRCA1 expr act -79.7%.
`Cc1nn(-c2ccccc2)c(C)c1C(=O)OCC(=O)N(C)C1CCS(=O)(=O)C1` (configuration not stated) gave p53 reactivator 8.8%, Menin-MLL TR inh 5.0%, Rab9 prom act inconclusive, FLuc modulator inconclusive, RORg inh -0.6%, Giardia killer 6.7, PKM2 activator -13.2%, NPC1 prom act inconclusive, ELG1 genotox inconclusive, Gal4-VP16 FLuc -0.7% and BRCA1 expr act inconclusive.
`O=C(CSCc1ccccc1Br)N/N=C/c1ccccc1C(=O)O` gave p53 reactivator -2.9%, Menin-MLL TR inh -3.8%, Rab9 prom act -0.3%, FLuc modulator inconclusive, RORg inh -13.9%, Giardia killer -9.4, PKM2 activator -27.5%, NPC1 prom act -3.8%, ELG1 genotox 4.4%, Gal4-VP16 FLuc -5.0%[10 µM] and BRCA1 expr act 0.0%.
For COC(=O)c1nnn(CC(=O)NC(=O)Nc2ccccc2F)c1C(=O)OC the results were p53 reactivator 0.4%, Menin-MLL TR inh 8.4%, Rab9 prom act 2.4%, FLuc modulator 4.0%&-1.2%, RORg inh 4.1%, Giardia killer -13.6, PKM2 activator 1.7%, NPC1 prom act -7.6%, ELG1 genotox 1.8%, Gal4-VP16 FLuc -0.6% and BRCA1 expr act 6.4%.
O=S(=O)(Nc1ccc(O)c2ccccc12)c1ccc(Br)cc1 was read as p53 reactivator -7.9%, Rab9 prom act 0.1%, FLuc modulator -9.2%, RORg inh -36.0%, NPC1 prom act -4.9%, ELG1 genotox -27.2% and Gal4-VP16 FLuc -20.2%.
Screening c1ccc(Sc2cccc3ccccc23)c(CNC2=NCCN2)c1 returned p53 reactivator -15.5%, Menin-MLL TR inh -22.3%, Rab9 prom act -7.7%, FLuc modulator 6.7%, RORg inh 8.7%, Giardia killer 6.0, PKM2 activator 5.0%, NPC1 prom act -3.1%, ELG1 genotox -1.4%, Gal4-VP16 FLuc -14.4% and BRCA1 expr act -57.5%.
`CCOC(=O)C1=C(C)N=C2SC(C(=O)OC)=CC(=O)N2C1c1ccc(OC)cc1` (configuration not stated) gave p53 reactivator -3.0%, Menin-MLL TR inh inconclusive, Rab9 prom act 2.1%, FLuc modulator -2.1%, RORg inh 1.78µM*, Giardia killer 1.3, PKM2 activator 21.7%, NPC1 prom act -5.0%, ELG1 genotox inconclusive, Gal4-VP16 FLuc inconclusive and BRCA1 expr act 4.7%.
`CCOC(=O)/C(=C/c1ccc(OC(=O)c2ccccc2)cc1)C(C)=O` gave p53 reactivator 11.1%, Menin-MLL TR inh inconclusive, Rab9 prom act 3.1%, FLuc modulator inconclusive, RORg inh inconclusive, Giardia killer -3.1, PKM2 activator 17.5%, NPC1 prom act -0.8%, ELG1 genotox inconclusive, Gal4-VP16 FLuc inconclusive and BRCA1 expr act -21.9%.
`CSc1ncc(CN2CCN(C3CCCC3)C(CCO)C2)cn1` (configuration not stated) gave p53 reactivator 4.1%, Menin-MLL TR inh 6.0%, Rab9 prom act -10.7%, FLuc modulator 0.2%, RORg inh 7.5%, Giardia killer 15.3, PKM2 activator -2.9%, NPC1 prom act -1.5%, ELG1 genotox 0.9%, Gal4-VP16 FLuc -1.1% and BRCA1 expr act 21.3%.
Screening CN(Cc1ccc(C(F)(F)F)cc1)C(=O)C1CCC(=O)N(C2CC2)C1 (configuration not stated) returned p53 reactivator 16.4%, Rab9 prom act 3.2%, FLuc modulator 0.2%, RORg inh 11.1%, Giardia killer inconclusive, PKM2 activator 0.3%, NPC1 prom act -2.0%, ELG1 genotox -1.6%, Gal4-VP16 FLuc -7.2% and BRCA1 expr act -2.2%.
`Cc1ccc(CSc2nnc(Nc3ccc(C)cc3)s2)cc1` gave p53 reactivator 1.1%, Menin-MLL TR inh 0.7%, Rab9 prom act -1.8%, FLuc modulator -8.5%, RORg inh inconclusive, Giardia killer 0.1, PKM2 activator -1.6%, NPC1 prom act -0.4%, ELG1 genotox 0.1%, Gal4-VP16 FLuc -9.5% and BRCA1 expr act -1.3%.
COc1ccc(Oc2nc(SC)nc3ccsc23)cc1 was read as p53 reactivator 3.7%, Rab9 prom act 0.1%, FLuc modulator 3.5%, RORg inh inconclusive, Giardia killer 3.9, PKM2 activator 4.7%, NPC1 prom act 1.1%, ELG1 genotox -7.4%, Gal4-VP16 FLuc -3.1% and BRCA1 expr act -58.2%.
For O=C(COc1ccc(C(=O)c2ccccc2)cc1)NC1CCCCCC1 the results were p53 reactivator -6.7%, Menin-MLL TR inh -18.4%, Rab9 prom act -14.0%, FLuc modulator -0.3%, RORg inh inconclusive, Giardia killer 8.2, PKM2 activator -0.1%, NPC1 prom act -6.7%, ELG1 genotox -1.1%, Gal4-VP16 FLuc inconclusive and BRCA1 expr act -51.0%.
`Cc1c(/C=N/N2C(=O)C3C4C=CC(C4)C3C2=O)c2ccccc2n1C` (configuration not stated) gave p53 reactivator -5.2%, Menin-MLL TR inh 6.6%, Rab9 prom act -4.5%, FLuc modulator 1.3%, RORg inh -6.0%, Giardia killer 12.7, PKM2 activator -0.7%, NPC1 prom act 6.1%, ELG1 genotox 5.7%, Gal4-VP16 FLuc inconclusive and BRCA1 expr act -17.8%.
For Cc1noc(C)c1C(=O)N1CCC2(CC1)Oc1ccc(F)cc1C(=O)C21CC(c2ccc(Cl)cc2)=NO1 (configuration not stated) the results were p53 reactivator -4.2%, Rab9 prom act -10.3%, FLuc modulator 0.9%, RORg inh 7.5%, Giardia killer -16.4, PKM2 activator -0.1%, NPC1 prom act -8.0%, ELG1 genotox -1.1%, Gal4-VP16 FLuc -3.5% and BRCA1 expr act -21.1%.

These rows are one share of the data; count on the stated rates, not on these rows.
